Compound activity deposited in PubChem by several laboratories.
CHRM5 PAM: potentiates acetylcholine response at human M5 receptor. P08912. CHO-K1 hM5, Fluo-8 calcium, ACh EC20 PAM; 0% = ACh EC20, 100% = ACh EC100. activation, % at 3 µM. actives 0.3% (n = 360,000);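 active = activation above the run cutoff, the mean activation of all test compounds plus 3 SD, cut at about 18% in these data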
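system = human M5 receptor in CHO-K1 cells | compound = one concentration, 3 µM final (nominal) | schedule = Post-acetylcholine fluorescence recording 140 s | signal = Fluo-8 calcium dye fluorescence, kinetic read | benchmarks = low control EC20 acetylcholine (0%), high control EC100 acetylcholine (100%) | repeats = singlicate, one well per test compound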
CHRM1 antagonist: blocks human M1 muscarinic receptor; P11229; CHO-K1 hM1, Fluo-8 calcium fluorescence, ACh EC80 antagonist; inhibition, % at 3 µM; actives 1.3% (n = 360,000); AID 588852;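 active = percent inhibition above its own plate's cutoff, namely the mean of that plate's compound wells plus 3 SD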;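 also: peak over basal fluorescence ratio during 140 s after agonist addition; 0% = ACh EC80 plus DMSO and 100% = DMSO alone without agonist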
Target sequence (P11229 whole entry, looked up): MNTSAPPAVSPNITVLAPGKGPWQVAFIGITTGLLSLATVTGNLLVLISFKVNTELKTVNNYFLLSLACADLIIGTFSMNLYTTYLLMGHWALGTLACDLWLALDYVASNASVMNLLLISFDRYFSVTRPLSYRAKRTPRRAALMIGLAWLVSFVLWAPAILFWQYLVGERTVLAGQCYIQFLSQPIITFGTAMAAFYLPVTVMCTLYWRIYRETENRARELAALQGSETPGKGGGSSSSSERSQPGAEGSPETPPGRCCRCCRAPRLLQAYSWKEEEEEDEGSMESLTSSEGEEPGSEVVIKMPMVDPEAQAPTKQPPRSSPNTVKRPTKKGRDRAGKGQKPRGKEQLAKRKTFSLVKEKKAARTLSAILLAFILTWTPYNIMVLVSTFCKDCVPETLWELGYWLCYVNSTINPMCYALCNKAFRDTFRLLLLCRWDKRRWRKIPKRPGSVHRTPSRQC
M5 ag: CHRM5 agonism in calcium assay; P08912; CHO-K1 hM5 cells, Fluo-8 calcium fluorescence; 0% DMSO wells, 100% maximal acetylcholine response; activation, % at 3 µM; actives 0.19% (n = 360,000); AID 624037;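 active = activation above the run's mean over test compounds plus 3 SD, cut at about 23% in these data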;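 also: signal is peak over basal fluorescence ratio across the kinetic read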
CHRM4 PAM: CHRM4 positive allosteric modulation; CHO-K1 hM4/Gqi5, Fluo-8 calcium fluorescence, ACh EC20; 0% = ACh EC20, 100% = maximal ACh; activation, % at 3 µM; actives 0.4% (n = 360,000);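 active = activation above its plate's cutoff, the mean activation of sample wells plus 3 SD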; also: some results filed as inactive read as strong as hits
Target sequence (P08173 whole entry, looked up): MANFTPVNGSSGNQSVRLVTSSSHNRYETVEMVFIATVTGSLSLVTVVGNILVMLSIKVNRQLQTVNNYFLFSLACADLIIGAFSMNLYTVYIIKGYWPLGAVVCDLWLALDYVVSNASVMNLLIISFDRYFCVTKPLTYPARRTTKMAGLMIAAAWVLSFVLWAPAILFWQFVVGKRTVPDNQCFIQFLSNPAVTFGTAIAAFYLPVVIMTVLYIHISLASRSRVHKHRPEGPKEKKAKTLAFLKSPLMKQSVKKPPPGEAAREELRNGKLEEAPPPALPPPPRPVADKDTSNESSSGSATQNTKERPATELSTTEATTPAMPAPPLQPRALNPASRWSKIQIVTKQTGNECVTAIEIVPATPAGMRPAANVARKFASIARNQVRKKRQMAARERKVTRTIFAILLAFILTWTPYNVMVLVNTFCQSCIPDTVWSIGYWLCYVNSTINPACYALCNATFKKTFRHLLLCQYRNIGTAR
CHRM4 antagonist: blocks acetylcholine activation of human M4 receptor; P08173; CHO-hM4 cells, ACh EC80, Fluo-8 calcium fluorescence; inhibition, % at 3 µM; actives 0.73% (n = 360,000); AID 624125;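 active = inhibition above its plate's cutoff, the mean inhibition of sample wells plus 3 SD, cut at about 27% in these data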;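 also: 0% = acetylcholine EC80 with DMSO and 100% = DMSO without agonist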
M4 ag: CHRM4 agonism in calcium assay; P08173; CHO-K1 hM4/Gqi5, Fluo-8 calcium fluorescence; vehicle 0%, full acetylcholine response 100%; activation, % at 3 µM; actives 0.14% (n = 360,000); AID 624127;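 active = activation above the run mean over all test wells plus 3 SD, cut at about 32% in these data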;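 also: peak over basal fluorescence ratio per well then scaled between controls; 0% = DMSO wells and 100% = acetylcholine at EC100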
CRFR2-BP ag: CRF-BP/CRF-R2 complex agonism | HEK293 CRF-R2/CRF-BP, calcium dye fluorescence (FLIPR); percent of saturating CRF peptide response | activation, % at 13.2 µM | actives 0.46% (n = 350,000) | AID 588473;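 active = activation of at least 50%, plus an integration ratio under a set limit after plate pattern correction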;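 also: plate controls were neutral control wells without compound for no effect and CRF at EC100 for full effect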
M1 PAM: positive allosteric modulators of human M1 muscarinic receptor; P11229; CHO-K1 hM1, Fluo-8 calcium fluorescence, ACh EC20; 0% = ACh EC20, 100% = maximal ACh; activation, % at 3 µM; actives 0.088% (n = 360,000); AID 588819; in the data active = activation above about 19%, passing the limit was not always enough
M5 antag: blocks acetylcholine activation of human M5 receptor; P08912; CHO-hM5 cells, Fluo-8 calcium fluorescence, ACh EC80; inhibition, % at 3 µM; actives 0.59% (n = 360,000);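 active = inhibition above a per-plate cutoff, the mean of that plate's test compounds plus 3 SD, cut at about 27% in these data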;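 also: 0% = acetylcholine EC80 with DMSO and 100% = DMSO without agonist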
An asterisk follows results filed as active; / = no result given. Not a hit list; any-hit rate near 2.8%.

A first look, six compounds:
1: CN(C(=O)COC(=O)/C=C/c1ccccc1)C1CCS(=O)(=O)C1 (centres undefined)
2: CCOc1cc2c(cc1O)CCC1C2CCC2(C)C(O)CCC12 (centres undefined)
3: CCN1CCN(CC(=O)N2c3ccccc3CC2C)CC1 (centres undefined)
4: CC(C(=O)Nc1ccc(F)c(F)c1F)N1CCCCCC1 (centres undefined)
5: CCN(CC(=O)NCc1ccc(Cl)cc1)C(=O)CCOc1ccc(C)cc1
6: O=C(N/N=C/c1sc2ccccc2c1O)c1cccc2ccccc12

assay / compound,1,2,3,4,5,6
CHRM5 PAM,0,3,6,7,-6,-3
CHRM1 antagonist,-2,0,-5,-27,-13,1
M5 ag,2,1,-2,-2,-6,3
CHRM4 PAM,2,-1,2,-3,-3,-5
CHRM4 antagonist,-1,-3,3,9,-11,-3
M4 ag,0,5,0,0,1,8
CRFR2-BP ag,4.7,0.8,7.4,-1.1,-3.9,38
M1 PAM,4,6,3,5,3,-5
M5 antag,4,11,-9,-1,-1,-1

Main list, from the first entry:
1: CN(C(=O)COC(=O)/C=C/c1ccccc1)C1CCS(=O)(=O)C1 (centres undefined)
2: CCOc1cc2c(cc1O)CCC1C2CCC2(C)C(O)CCC12 (centres undefined)
3: CCN1CCN(CC(=O)N2c3ccccc3CC2C)CC1 (centres undefined)
4: CC(C(=O)Nc1ccc(F)c(F)c1F)N1CCCCCC1 (centres undefined)
5: CCN(CC(=O)NCc1ccc(Cl)cc1)C(=O)CCOc1ccc(C)cc1
6: O=C(N/N=C/c1sc2ccccc2c1O)c1cccc2ccccc12
7: CN(C)Cc1ccccc1Sc1ccccc1Br
8: CC1C(=O)N2CCCc3cc(S(=O)(=O)N(C)CCC#N)cc1c32 (centres undefined)

assay / compound,1,2,3,4,5,6,7,8
CHRM5 PAM,0,3,6,7,-6,-3,-13,8
CHRM1 antagonist,-2,0,-5,-27,-13,1,15,-15
M5 ag,2,1,-2,-2,-6,3,-7,-3
CHRM4 PAM,2,-1,2,-3,-3,-5,-8,0
CHRM4 antagonist,-1,-3,3,9,-11,-3,16,6
M4 ag,0,5,0,0,1,8,1,0
CRFR2-BP ag,4.7,0.8,7.4,-1.1,-3.9,38,0.3,-0.1
M1 PAM,4,6,3,5,3,-5,-15,6
M5 antag,4,11,-9,-1,-1,-1,9,4

9: Cc1cccc(N(C)C(=O)CN2C(=O)COc3ccc(S(=O)(=O)N4CCCCCC4)cc32)c1
10: NC(=O)C1CCN(C(=S)c2ccc(-c3ccc(Br)cc3)o2)CC1
11: COc1cc(CNC(=O)Nc2nc(C(N)c3ccccc3)cs2)cc(OC)c1OC (centres undefined)
12: CCc1ccc(NC(=O)[C@H](C)NC(=O)C2CCN(C(=O)[C@@H](N)CC(C)C)CC2)cc1
13: COc1ccc2cc(S(=O)(=O)c3ccccc3)c(=O)oc2c1
14: CCOC(=O)c1cc(C)[nH]c1C
15: O=C1/C(=C/c2ccncc2)SC(=S)N1Cc1ccccc1
16: CC1(C)C2([N+](=O)[O-])CN3CC1([N+](=O)[O-])CN(C2)C3c1ccccc1 (centres undefined)

assay / compound,9,10,11,12,13,14,15,16
CHRM5 PAM,2,-11,3,0,-3,3,16,-5
CHRM1 antagonist,9,18,-6,-10,-11,-5,-9,-4
M5 ag,13,0,2,-2,2,-2,22,0
CHRM4 PAM,-7,-15,3,6,2,-9,-10,0
CHRM4 antagonist,-2,6,-6,-1,-5,-4,-6,7
M4 ag,18,9,1,1,2,0,4,0
CRFR2-BP ag,22,-2.4,/,0.7,3.3,-1.1,0.6,0.6
M1 PAM,-2,-17,5,6,9,0,5,5
M5 antag,-8,11,-6,4,4,1,-1,0

17: CC1CN(C(=O)c2ccccc2OCc2ccc(Cl)cc2Cl)CC(C)O1 (centres undefined)
18: CCOC(=O)C(C)Sc1nnc(-c2ccccc2O)n1Cc1ccccc1 (centres undefined)
19: O=[N+]([O-])c1ccc(CS(=O)c2ccccc2)cc1 (centres undefined)
20: COc1ccc(CN2C(=O)C(CC(=O)NCC3CCCCC3)CC(C(=O)N(C)C)=C2C)cc1 (centres undefined)
21: Cc1ccc(N2C(=O)C3CCCN3C2=S)cc1 (centres undefined)
22: CCOc1ccc(C(=O)/C=C/c2ccc(SC)cc2)cc1
23: COc1ccc(-c2ccc(C(=O)O)o2)c([N+](=O)[O-])c1
24: Cc1ccc(/C=N/Nc2ccccn2)s1

assay / compound,17,18,19,20,21,22,23,24
CHRM5 PAM,-11,-1,-8,-2,4,2,-1,2
CHRM1 antagonist,7,-1,-11,-10,7,-6,0,-10
M5 ag,-10,-11,-6,-2,-1,-2,-2,-4
CHRM4 PAM,-11,7,-4,2,-2,-5,13,4
CHRM4 antagonist,9,-10,11,-8,2,-4,-10,-8
M4 ag,-1,3,0,-1,3,-2,1,-1
CRFR2-BP ag,0.8,0.1,-3.4,1.0,0.5,0.2,1.7,-0.8
M1 PAM,-13,7,2,6,3,-1,5,8
M5 antag,13,-3,9,1,-6,2,5,4

25: CN(C)S(=O)(=O)c1cc(NC(=O)CN2CCN(c3ccccc3F)CC2)ccc1Cl
26: Cc1cc(C)nc(NS(=O)(=O)c2ccc(NC(=O)c3ccc(N4C(=O)CCC4=O)cc3)cc2)n1
27: CCn1nnnc1SCC(=O)N1CCCCC1
28: COc1cccc(NC2c3ccccc3C(=O)N2Cc2ccccc2Cl)c1 (centres undefined)
29: CC(C)N1C(=O)CC(Nc2cccc3cccc(N)c23)C1=O (centres undefined)
30: Nc1ccc(Cl)c(S(=O)(=O)Nc2cccc(Cl)c2)c1
31: O=C(NC(=O)N1CCCc2ccccc21)c1ccccc1
32: O=C(/C=C/c1ccc(Cl)cc1Cl)NC(=S)Nc1ccccn1

assay / compound,25,26,27,28,29,30,31,32
CHRM5 PAM,2,-2,15,-5,0,-9,-3,-1
CHRM1 antagonist,-4,-3,3,4,2,22,-3,4
M5 ag,-1,2,-5,-5,10,4,2,-1
CHRM4 PAM,-2,9,7,-10,-4,-13,1,-1
CHRM4 antagonist,-4,2,-5,-4,-5,20,-6,12
M4 ag,4,1,1,-1,5,1,0,0
CRFR2-BP ag,-1.9,2.7,-1.9,-1.1,-0.1,-2.8,-1.5,2.5
M1 PAM,4,5,5,-3,3,-15,9,-4
M5 antag,8,2,-6,12,5,8,6,-1

33: Cc1[nH][nH]c(=O)c1C(c1cc([N+](=O)[O-])ccc1O)c1c(C)[nH][nH]c1=O
34: CSc1ccc(/C=N/N2CCN(Cc3ccc(Cl)cc3)CC2)cc1
35: Cc1ccc(S(=O)(=O)n2cc(-c3ccccc3)c(N)n2)cc1
36: CSc1ccc(CCNS(=O)(=O)c2ccc3c(c2)C(C)(C)C(=O)N3C)cc1
37: CCn1c(COc2cccc3ccccc23)nnc1SCC(N)=O
38: Cc1c(C2Nc3ccccc3NC3=C2C(=O)CC(C)(C)C3)cnn1C (centres undefined)
39: CC(/C=N/n1c(C2CCCCC2)n[nH]c1=S)=C\c1ccccc1
40: O=C(c1ccco1)N1CCN(C2CC(=O)N(c3ccc(C(F)(F)F)cc3)C2=O)CC1 (centres undefined)

assay / compound,33,34,35,36,37,38,39,40
CHRM5 PAM,-4,-1,5,3,-2,-2,-3,5
CHRM1 antagonist,-6,11,-3,8,-3,5,6,-5
M5 ag,-2,-1,1,0,-2,-1,0,-1
CHRM4 PAM,9,0,4,0,-4,-7,-4,15
CHRM4 antagonist,-2,-8,-14,-7,3,7,1,-11
M4 ag,1,3,3,4,0,3,-3,1
CRFR2-BP ag,-0.5,0.1,-7.1,-0.7,0.1,5.8,2.3,-0.2
M1 PAM,10,-5,4,-4,4,0,-12,9
M5 antag,3,3,-9,-8,3,6,2,-8

41: Cc1ccc(C(=O)COC(=O)CNC(=O)CN2C(=O)c3ccccc3C2=O)cc1
42: COc1ccc(-c2nc(CS(=O)CC(=O)NCc3ccc(Cl)cc3)c(C)o2)cc1 (centres undefined)
43: COc1ccc(N2CCN(C3CCN(S(=O)(=O)c4ccc(F)cc4)CC3)CC2)cc1
44: CCCCCc1c(O)nc(SCCN2CCOCC2)[nH]c1=O
45: N#Cc1cccc(C2CC(OCCF)=CC(=O)O2)c1 (centres undefined)
46: CC1(C(=O)O)CCC(C(=O)Nc2ccc(OC(F)(F)Cl)cc2)C1(C)C (centres undefined)
47: COc1cc(/C=C/C(=O)OCC(=O)N2CC(C)OC(C)C2)ccc1OCC#N (centres undefined)
48: O=C(COC(=O)c1ccc(OC(F)(F)F)cc1)NCCN1C(=O)CSC1=O

assay / compound,41,42,43,44,45,46,47,48
CHRM5 PAM,-1,-5,-2,4,-2,1,2,3
CHRM1 antagonist,7,-11,-7,4,/,-20,-3,14
M5 ag,-1,-1,-3,2,0,-4,2,3
CHRM4 PAM,12,-3,2,-4,13,-5,-1,1
CHRM4 antagonist,-6,-8,-2,4,-12,7,-4,3
M4 ag,0,3,1,0,3,1,0,1
CRFR2-BP ag,-0.6,-1.6,0.6,-3.6,/,-1.7,-0.4,0.3
M1 PAM,-4,0,6,8,/,20,1,-1
M5 antag,1,0,-2,-4,6,0,-3,-5

49: Cc1cc(C)n(CC(=O)N2CCCC(N3CCN(c4ccc(F)cc4)CC3)C2)n1 (centres undefined)
50: CCOC(=O)C1CCCN(C2CC(=O)N(c3ccc(C)cc3)C2=O)C1 (centres undefined)
51: COc1ccc(-c2cc(C)no2)cc1S(=O)(=O)N1CCCCC1
52: CC1(C)c2ssc(=S)c2-c2ccccc2N1C(=O)c1ccco1

assay / compound,49,50,51,52
CHRM5 PAM,-10,2,10,-1
CHRM1 antagonist,-14,-7,-10,-3
M5 ag,-4,11,0,0
CHRM4 PAM,6,8,8,6
CHRM4 antagonist,1,-9,0,-1
M4 ag,1,1,1,0
CRFR2-BP ag,3.1,-0.3,0.3,-0.8
M1 PAM,8,-4,18,4
M5 antag,10,-3,-12,2
